Screening data as filed in PubChem BioAssay.
NALP3 yeast inh: NALP3 inhibition in yeast | inhibition, % at 10 µM | Yeast reconstituted NLRP3/ASC/caspase-1, beta-gal luminescence, 24 h | 0.39% of 330,000 active;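 active = inhibition of 50% or more; inactive = inhibition below 50%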;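 also: plate controls were induced DMSO wells for no effect and uninduced yeast grown without galactose for full effect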
mIAP inh: mouse IAP inhibition | 0.2% of 330,000 active | purified mouse IAP, CDP-Star luminescence, 30 min | inhibition, % at 10 µM;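 active = inhibition of at least 40% at 10 µM in the primary screen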;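 also: plate controls were DMSO with enzyme for no effect and no enzyme wells for full effect; values of inactives mirror those of a sister screen read the other way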
mIAP act: increases mouse intestinal alkaline phosphatase activity. muIAP, CDP-Star luminescence, 30 min; hits give high values; 1 = vehicle-only enzyme signal, 0 = enzyme-free wells. activation factor at 10 µM. 0.24% of 330,000 active. AID 2805;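 active = activation factor of at least 2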; also: the source names both 10 and 20 µM as test concentration; values of inactives mirror those of a sister screen read the other way
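Assay system: mouse IAP enzyme / Compound: DMSO-dissolved test compounds / Timing: 30 min, room temperature / Measured by: luminescence from enzymatic CDP-Star hydrolysis / Control set: DMSO-only wells, enzyme-free buffer wells as negative control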
MIN6 prolif: induces beta-cell replication in MIN6 cells. AID 2380. proliferation, % at 10 µM. 0.29% of 330,000 active. MIN6 cells proliferation, ATPlite luminescence, 48 h; cells starved in 0.2% serum; 100% = growth in 10% serum;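 active = compounds whose signal lies at least 3.5 SD above the mean of all wells on their plate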;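 also: 0% = DMSO-treated cells in low-serum medium and 100% = 10% serum control; some compounds called inactive have numbers as strong as hits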
APOBEC3G inh: APOBEC3G (human) deaminase inhibition; Q9HC16; recombinant A3G, ssDNA deamination FAM/TAMRA fluorescence; inhibition, % at 20 µM; 0.28% of 330,000 active; AID 493012;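 active = inhibition of at least 40% at 20 µM, with no more than 30% in the related APOBEC3A deaminase screen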;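 also: plate controls were DMSO wells with A3G for no effect and wells lacking A3G enzyme for full effect; some compounds called inactive have numbers as strong as hits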
Target sequence (Q9HC16 whole entry, looked up): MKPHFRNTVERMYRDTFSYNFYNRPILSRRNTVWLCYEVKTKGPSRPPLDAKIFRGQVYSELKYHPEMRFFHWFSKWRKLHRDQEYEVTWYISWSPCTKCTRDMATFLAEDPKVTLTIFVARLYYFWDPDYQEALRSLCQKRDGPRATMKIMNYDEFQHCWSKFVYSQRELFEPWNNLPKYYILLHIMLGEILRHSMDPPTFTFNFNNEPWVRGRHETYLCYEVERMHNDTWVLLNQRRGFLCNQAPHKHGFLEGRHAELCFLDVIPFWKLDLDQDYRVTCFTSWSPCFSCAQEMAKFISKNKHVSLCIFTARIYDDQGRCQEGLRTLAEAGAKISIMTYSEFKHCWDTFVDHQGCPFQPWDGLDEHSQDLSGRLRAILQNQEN
A3A deaminase: blocks human APOBEC3A ssDNA deamination. P31941. recombinant A3A, FAM/TAMRA ssDNA deamination fluorescence. inhibition, % at 20 µM. 0.41% of 330,000 active. AID 493011;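 active = at least 40% inhibition at 20 µM here, with at most 30% in a related deaminase screen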;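 also: plate controls were A3A with DMSO for no effect and wells lacking A3A enzyme for full effect; some results filed as inactive read as strong as hits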
tim10-1 inh: inhibits growth of tim10-1 mutant yeast | S. cerevisiae tim10-1 ts strain growth, BacTiter-Glo, 24 h | AID 463190 | inhibition, % at 20 µM | 2.2% of 330,000 active;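 active = inhibition of at least 40%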;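 also: mutant grown at 25 °C; 0% = DMSO wells with yeast and 100% = wells holding no yeast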
TIM10 inh: TIM10 yeast growth inhibition; S. cerevisiae TIM10 strain growth, BacTiter-Glo luminescence, 24 h; inhibition, % at 10 µM; 1.4% of 330,000 active;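 active = inhibition of 40% or more at the single tested concentration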;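 also: wild-type TIM10 isogenic control strain grown at permissive 25 °C; 0% = DMSO yeast wells and 100% = minimal medium wells without yeast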
hIAP block: blocks human intestinal alkaline phosphatase | 0.12% of 330,000 active | P09923 | inhibition, % at 10 µM | AID 2544 | purified IAP, CDP-Star luminescence, 30 min;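 active = inhibition reaching a set limit with compound at 10 µM in the primary screen, cut at about 35% in these data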;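 also: plate controls were DMSO wells with enzyme for no effect and no-enzyme buffer wells for full effect; values of inactives mirror those of a sister screen read the other way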
Target sequence (P09923 whole entry, looked up): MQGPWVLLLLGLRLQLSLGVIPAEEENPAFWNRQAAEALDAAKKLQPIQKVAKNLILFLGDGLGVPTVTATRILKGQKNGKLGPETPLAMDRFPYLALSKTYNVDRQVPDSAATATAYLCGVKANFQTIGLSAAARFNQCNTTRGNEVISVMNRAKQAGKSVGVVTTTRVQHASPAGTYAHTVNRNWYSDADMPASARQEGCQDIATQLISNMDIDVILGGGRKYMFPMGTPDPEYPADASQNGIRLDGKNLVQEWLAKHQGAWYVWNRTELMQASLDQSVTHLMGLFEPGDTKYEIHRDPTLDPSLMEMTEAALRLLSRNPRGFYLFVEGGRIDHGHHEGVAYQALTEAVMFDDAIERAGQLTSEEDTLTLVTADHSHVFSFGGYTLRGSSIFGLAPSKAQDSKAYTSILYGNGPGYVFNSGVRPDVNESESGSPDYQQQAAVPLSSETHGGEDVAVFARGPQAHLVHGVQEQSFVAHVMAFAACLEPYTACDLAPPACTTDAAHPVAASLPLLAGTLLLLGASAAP
* = called active by the depositor; / = not tested or not shown.

SMILES,NALP3 yeast inh,mIAP inh,mIAP act,MIN6 prolif,APOBEC3G inh,A3A deaminase,tim10-1 inh,TIM10 inh,hIAP block
CN(C(=O)c1ccc2c(Cl)c3c(nc2c1)CCC3)c1ccccc1,12,-1,1,-5,-6,-4,32,6,11
Cc1cc(NC(=O)c2ccccc2)ccc1NC(=O)c1ccccc1Cl,13,16,0.83,-2,-5,-6,10,3,10
COc1ccc(C(=O)C2CCCN(Cc3cccn3-c3ccccn3)C2)c(OC)c1 (stereo not drawn),27,-13,1.1,-4,1,2,17,16,-7
COc1ccc(C(C(=O)NC2CCCC2)N(CCCO)C(=O)c2snc(C(N)=O)c2N)cc1 (stereo not drawn),14,-9,1.1,-2,-1,-4,13,-8,4
O=S(c1ccsc1)c1ccsc1,-2,5,0.95,1,-3,3,-6,-6,6
CCN(CC)C(=O)COC(=O)C1=NN(c2cc(C)ccc2C)C(=O)CC1,7,1,0.99,-5,-7,-4,4,7,-23
Nc1c(C(=O)Nc2ccccc2)nnn1-c1ccc2c(c1)OCCO2,7,-3,1,-1,-12,1,-46,16,0
O=C(CSc1ccc(Cl)cc1)NNC(=O)c1cccnc1,-14,-2,1,1,-13,0,15,13,-23
O=C(O)c1cc(-c2ccco2)nn1-c1cccc(Cl)c1,7,30,0.7,0,92,98,6,6,-10
C=CCn1c(CCCNC(=O)c2ccccc2OC)nc2ccccc21,5,5,0.95,-1,-2,3,15,-17,-14
CCOC(=O)c1ccc2nc(NC(=O)C(C)C)sc2c1,24,-6,1.1,-4,-7,1,37,25,-3
COc1ccccc1/C=N\Nc1ccccc1[N+](=O)[O-],35,18,0.82,-2,2,5,8,6,-12
Cc1ccc(NC(=O)C(=O)NNC(=O)c2cccs2)cc1,8,26,0.74,-3,-1,-2,-2,0,-53
CC(C)c1ccccc1NC(=O)C1CC(=O)N(C2CCCC2)C1 (stereo not drawn),7,3,0.97,2,-6,-1,-15,2,-9
O=C(C1CCC(CNc2c(N3CCCCC3)c(=O)c2=O)CC1)N1CCN(C2CCCCC2)CC1 (stereo not drawn),23,-10,1.1,-3,-4,-8,18,0,-4
O=C(NCCCN1CCOCC1)C(=O)c1c[nH]c2ccccc12,15,5,0.95,-2,-5,-1,-15,3,5
CCCCC(C(=O)NC1CCCC1)N(Cc1ccco1)C(=O)Cn1nnc(-c2ccc(F)cc2)n1 (stereo not drawn),7,-65,1.6,-4,-3,2,16,18,-9
O=C(Cn1cc(C(F)(F)F)ccc1=O)N/N=C/c1cccc(Cl)c1Cl,4,0,1,-5,-3,3,-3,-9,-8
COc1ccc(NC(=O)Cc2c[nH]c3ccccc23)cc1S(=O)(=O)N1CCCCC1,11,-20,1.2,-1,-10,-6,-4,-11,-9
CN(C)C(=O)CCc1ccc2c3c([nH]c2c1)[C@]1(C)[C@@H](C(=O)N2CCOCC2)C[C@H](CC(=O)NCCc2ccccn2)C(=O)N1CC3,/,-8,1.1,/,1,-2,18,-6,/
O=C(N/N=C/c1cccc2cccnc12)c1ccccc1O,0,-5,1.1,-6,-8,-5,17,16,-52
Nc1ncnc2nc(SCCOc3ccc(Cl)cc3)[nH]c12,11,6,0.94,0,-6,0,3,2,7
Cc1ccc2cccc(S(=O)(=O)N3CCN(c4cccc(Cl)c4)CC3)c2n1,41,-11,1.1,-4,-1,-1,27,-8,-13
CC(C)CCN(CC(=O)NC(C)(C)C)C(=O)C(=O)Nc1ccc2c(c1)OCCO2,18,-10,1.1,-1,-6,-2,-1,22,-7
Cc1nn2c3ccccc3n(Cc3ccccc3)c2nc1=O,1,-3,1,0,-3,-2,38,37,4
CC(C)Cc1nc2sc3c(c2c(=O)n1N)CC(C(C)C)OC3 (stereo not drawn),5,-4,1,-2,3,6,-13,-26,-11
COc1ccc(/C=C2/S/C(=N/S(=O)(=O)Cc3ccccc3)NC2=O)cc1OC,-1,-6,1.1,0,-5,-4,5,-7,10
N#Cc1c(N2CCCC2)ccc(Br)c1Cl,20,-7,1.1,0,-6,0,4,-4,14
CCc1nnc(NC(=O)c2ccc(F)c(S(=O)(=O)N3CCCCC3)c2)s1,5,4,0.96,-5,-3,-1,3,12,-19
Cc1cc(C(=O)N2CCN(S(=O)(=O)c3ccc(F)c(Cl)c3)CC2)c(C)o1,16,-4,1,-1,-3,0,9,6,13
O=C(Cn1cnc2c(oc3ccccc32)c1=O)N1CCN(c2ccccc2)CC1,22,-6,1.1,-2,-2,-1,2,-10,-18
Cc1ccc(C)c(S(=O)(=O)N2CCCOC2CNC(=O)C(=O)NCc2cccs2)c1 (stereo not drawn),11,-7,1.1,-1,-5,-3,15,8,15
COc1ccc(C)cc1S(=O)(=O)NC1CCCCCC1,17,2,0.98,3,1,8,27,15,4
CCOC(=O)CSC1=C(C#N)C(c2ccccc2C)C2=C(CCCC2=O)N1 (stereo not drawn),-7,8,0.92,-1,-1,-2,25,28,18
CCc1noc(C)c1C(=O)N(C)CC(=O)Nc1ccc(Br)cc1C,12,5,0.95,-3,-12,-1,-18,-1,-10
CC(=O)N1CCN(c2ccc(NC(=O)c3cccc(C)c3)cc2)CC1,21,2,0.98,2,-2,-3,24,6,-8
CCOc1ccc(/C=N/NC(=O)c2csc(C)c2C)c(OCC)c1,21,-19,1.2,0,-4,1,5,-13,1
CC(C)Sc1nnc([C@@H]2CCCN2C(=O)OC(C)(C)C)o1,29,-5,1.1,0,-6,-2,15,-2,-3
Cc1cccc(C)c1N=Cc1c(O)n(-c2nccs2)c(=O)c2ccccc12,17,11,0.89,0,1,4,46*,55*,19
CC(C)n1nc(C(=O)Oc2cc(Cl)ccc2Cl)c2ccccc2c1=O,-4,9,0.91,0,-9,-6,-10,-16,8
O=C(CSc1nnc2c(Cl)cc(C(F)(F)F)cn12)N(Cc1ccccc1)Cc1ccccc1,-40,16,0.84,-2,0,1,38,28,15
Cc1nnc(SCC(=O)c2c(N)n(C)c(=O)n(C)c2=O)[nH]c1=O,2,-2,1,-2,-8,-4,11,-3,-11
NC(=O)c1ccsc1NC(=O)CN1C(=O)NC2(CCCCC2)C1=O,2,13,0.87,4,3,2,-8,2,-1
CCn1c(SCC(=O)NC2CCCCC2C)nnc1-c1ccc(OC)cc1 (stereo not drawn),13,-7,1.1,-5,-2,0,34,-12,-5
Oc1[nH]c2ccccc2c1N=NC(=S)NCC1CCCO1 (stereo not drawn),7,28,0.72,0,-8,-3,33,11,4
CCc1nnc(NC(=O)Cc2c[nH]c3ccccc23)s1,-1,-7,1.1,-4,-7,-2,9,13,5
Cc1ccc(S(=O)(=O)N2CCC(C(=O)OCC(=O)N3CCC(C)CC3)CC2)cc1C,7,6,0.94,-1,-5,-1,14,12,-11
O=C1CN(C(=O)COC(=O)C23CC4CC(CC(O)(C4)C2)C3)c2ccccc2N1,15,-7,1.1,0,3,7,6,2,4
Cc1c(C)c2cc(Cl)c(O)c(CN3CCCCC3)c2oc1=O,-5,1,0.99,-3,-3,-3,-5,2,11
O=C(CN(Cc1ccc(Cl)c(Cl)c1)S(=O)(=O)c1ccccc1)N/N=C\c1ccc2c(c1)OCO2,14,3,0.97,-4,-7,-4,2,10,-27

Record cards, from the list above.
Shown for `Oc1[nH]c2ccccc2c1N=NC(=S)NCC1CCCO1` (stereo not drawn) : NALP3 yeast inh = 7; mIAP inh = 28; mIAP act = 0.72; MIN6 prolif = 0; APOBEC3G inh = -8; A3A deaminase = -3; tim10-1 inh = 33; TIM10 inh = 11; hIAP block = 4
Shown for `O=C(CN(Cc1ccc(Cl)c(Cl)c1)S(=O)(=O)c1ccccc1)N/N=C\c1ccc2c(c1)OCO2` : NALP3 yeast inh = 14; mIAP inh = 3; mIAP act = 0.97; MIN6 prolif = -4; APOBEC3G inh = -7; A3A deaminase = -4; tim10-1 inh = 2; TIM10 inh = 10; hIAP block = -27

Further entries:
SMILES,NALP3 yeast inh,mIAP inh,mIAP act,MIN6 prolif,APOBEC3G inh,A3A deaminase,tim10-1 inh,TIM10 inh,hIAP block
CNC(=O)c1ccc(=O)n(Cc2cccc(C(F)(F)F)c2)c1,-5,6,0.94,-2,-2,-1,7,-4,2
CC(C#N)On1c(SC(C)C#N)nc2ccccc2c1=O (stereo not drawn),14,7,0.93,3,-2,1,15,-8,6
COc1cccc(N(CC(=O)NCc2ccco2)C(=O)CCC(=O)Nc2nccs2)c1,15,6,0.94,-3,-7,-1,16,4,4
O=C(Nc1cccc2ncccc12)c1ccco1,1,-14,1.1,-1,11,26,6,-8,-10
CN(C)C(=O)COn1c(SCC(=O)N(C)C)nc2ccccc2c1=O,-8,14,0.86,2,-7,-4,10,11,1
CC(C)(C)c1cc(NC(=O)c2cccc(S(=O)(=O)N3CCOCC3)c2)no1,6,4,0.96,0,-6,-1,8,7,-6
Cc1cc(NS(=O)(=O)c2ccc(NC(=O)COc3c(C)cc(Br)cc3C)cc2)no1,8,-15,1.1,-3,4,2,11,-6,0
Cc1ccc(C(C[N+](=O)[O-])c2c(C)[nH]n(-c3ccccc3)c2=O)cc1 (stereo not drawn),37,1,0.99,0,-3,-1,42*,29,13
COc1ccc(C2CC(c3cccc(Br)c3)=NN2c2ccc(S(N)(=O)=O)cc2)cc1 (stereo not drawn),/,-24,1.2,/,2,3,29,19,/
Cc1ccc(S(=O)(=O)NCC(=O)N(CC(=O)NC(C)(C)C)Cc2ccc3c(c2)OCO3)cc1,13,-13,1.1,-2,0,1,-3,1,3
CCOc1ccccc1NC(=O)CN1CCC(NC(=O)c2ccccc2C)CC1,4,-2,1,0,-4,-1,15,0,-10
Cc1nc2ncnn2c(C)c1CCC(=O)O,12,-15,1.1,-2,-10,-9,-3,-5,-15
CC(=O)N(c1ccc(Cl)cc1)c1nc(C)cc(C)c1C#N,23,-4,1,4,10,7,24,1,0
CC(=O)Nc1ccc(S(=O)(=O)NC2Cc3ccccc3C2)cc1,17,-1,1,1,-7,-1,7,4,11
CCC(=O)Nc1cccc(-c2cn3ccsc3n2)c1,4,-4,1,-3,-4,-6,1,-15,-5
CCC(=O)N1CCc2cc(Br)cc(S(=O)(=O)N3CCCCC3CC)c21 (stereo not drawn),13,6,0.94,-3,6,0,20,13,-5
CS(=O)(=O)N1CCc2cc(C(=O)N3CCCCC3)ccc21,21,8,0.92,-1,-7,1,-18,-1,-6
CCOc1ccc(/C=C2\CCC(C3CCCC3)C2=O)cc1OC (stereo not drawn),12,12,0.89,-1,0,-1,9,21,0
CCOC(=O)N1CCN(C(=O)CSCC(=O)Nc2nc(-c3ccc(C)cc3)cs2)CC1,-1,5,0.95,-4,1,-3,2,-12,11
CC(=O)Nc1ccc(S(=O)(=O)NCC(C)NS(=O)(=O)c2ccc(NC(C)=O)cc2)cc1 (stereo not drawn),-12,-3,1,3,-6,-3,-6,13,11
O=C(N/N=C/c1cn(CC(=O)N2CCOCC2)c2ccccc12)c1cccnc1,5,-7,1.1,0,-1,-2,16,18,-11
Nc1ccc(S(=O)(=O)c2ccc(N)cc2)cc1,5,-13,1.1,1,-1,-1,4,14,-2
CC(/C=N/NC(=O)NC1CCCCC1)=C\c1ccccc1,22,9,0.91,-4,-3,3,10,20,1
CCN1CCN(c2cc(C)c3cc(NC(=S)N(C)Cc4ccccc4)ccc3n2)CC1,14,11,0.89,-3,-9,-5,5,22,13
CC(=O)NC(Cc1cccc(C)c1)C(=O)NC1CCN(S(=O)(=O)c2ccccc2)CC1 (stereo not drawn),19,0,1,4,1,-5,-14,6,4
